Source: PubChem (Sanford-Burnham Center for Chemical Genomics)
APJ antagonist – antagonists of human apelin receptor APJ, primary screen, CHO-K1 cells, beta-arrestin complementation, luminescence. P35414. inhibition, % at 20 µM. hit rate 0.32% among 330,000. AID 2521, 2010;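 active means inhibition above about 40% at 20 µM, limit read from the data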;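 further: cells challenged with 10 nM apelin-13 agonist together with compound; plate controls were apelin-13 plus DMSO wells for no effect and DMSO wells lacking apelin-13 for full effect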
CXCR6 inh – CXCR6 receptor inhibitors, primary screen, cell-based, beta-arrestin, luminescence, CHO-K1 PathHunter, 1536-well; C-X-C chemokine receptor type 6 (Homo sapiens), O00574; inhibition, % at 20 µM; hit rate 0.36% among 360,000; in the data active means inhibition above about 34%, passing the limit was not always enough;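 further: antagonist mode with CXCL16 agonist at 10 nM final; 0% = 10 nM CXCL16 with DMSO and 100% = unstimulated wells without agonist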
Target sequence (O00574 whole entry, looked up): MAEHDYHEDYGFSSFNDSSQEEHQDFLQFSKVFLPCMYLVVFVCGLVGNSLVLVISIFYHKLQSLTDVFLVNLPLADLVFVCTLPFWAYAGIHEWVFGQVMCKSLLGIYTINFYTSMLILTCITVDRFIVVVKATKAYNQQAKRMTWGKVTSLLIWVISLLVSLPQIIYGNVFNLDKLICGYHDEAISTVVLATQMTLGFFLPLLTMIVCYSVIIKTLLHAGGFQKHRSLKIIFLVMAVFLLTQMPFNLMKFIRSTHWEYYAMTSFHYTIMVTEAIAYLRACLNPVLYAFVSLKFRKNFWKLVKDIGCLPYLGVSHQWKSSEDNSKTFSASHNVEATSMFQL
XBP1 UPR activ – activators of adaptive XBP1 UPR arm, primary screen, cell-based, CHO-XBP1 luciferase reporter, luminescence, uHTS. IRE1-XBP1 UPR activation; percent of tunicamycin response, DMSO as zero. activation, % at 20 µM. hit rate 0.33% among 330,000. AID 463104, 2010;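 active means versus positive control, 20 µM dose yields 30% or more activation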;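 further: 100% = tunicamycin at 10 µg/mL and 0% = DMSO only wells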
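incubation = overnight seeding at 37 °C, 6 h compound treatment at 37 °C | assay system = CHO-XBP1 cells stably carrying IRE1-XBP1-driven luciferase reporter | input = 1000 cells per well | detection = luciferase luminescence | dosing = single point, 20 µM final compound, 1% DMSO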
Mdm2 MdmX PPI – inhibitors of human Mdm2-MdmX association, primary screen, cell-based, luminescence, split luciferase, SaOS-2, uHTS; Protein Mdm4 (Homo sapiens) + E3 ubiquitin-protein ligase Mdm2 (Homo sapiens), …; SaOS-2 split-luciferase Mdm2/MdmX complementation; inhibition, % at 8 µM; hit rate 3% among 330,000; AID 485346, 2010;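 active means inhibition of at least 50% at 8 µM in the primary screen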
EBI2 block – EBI2 receptor antagonists, beta-arrestin recruitment, primary screen, cell-based, luminescence, 7a,25-OHC stimulation, uHTS; inhibition, % at 5 µM; G-protein coupled receptor 183 (Homo sapiens), P32249; hit rate 0.81% among 360,000; 7a,25-OHC stimulated; in the data active means inhibition above about 38%;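 further: enzyme fragment complementation signal reports receptor beta-arrestin coupling in cells; 0% = agonist plus DMSO wells and 100% = wells without agonist; some results beyond the cut were filed as inactive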
tim23-1 inh – growth inhibitors of tim23-1 mutant yeast, primary screen, luminescence, uHTS; AID 463212, 2010; inhibition, % at 20 µM; S. cerevisiae tim23-1 growth, BacTiter-Glo luminescence, 24 h; hit rate 1.3% among 330,000;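 active means growth inhibition of the mutant yeast at or above 50%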;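 further: temperature-sensitive mutant grown at 25 °C; plate controls were DMSO-treated mutant yeast for no effect and medium wells lacking yeast for full effect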
CHOP UPR activ – activators of apoptotic CHOP UPR arm, primary screen, cell-based, CHO-CHOP luciferase reporter, luminescence, uHTS | UPR activation; percent of tunicamycin response over DMSO baseline | activation, % at 10 µM | hit rate 0.34% among 330,000;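 active means at 10 µM dose, activation of 40% or more, normalized to positive control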;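 further: 100% = tunicamycin at 10 µg/mL and 0% = DMSO alone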
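Dosing – one dose, 10 µM in 0.5% DMSO · System – CHO-CHOP cells, stable luciferase reporter of PERK-eIF2a-CHOP signalling · Input – 500 cells/well · Control set – tunicamycin 10 µg/mL final as positive, DMSO-only wells as negative · Timing – 6 h compound treatment, 37 °C · Measure – % activation vs tunicamycin · Technique – luminescence read with Steady-Glo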
CCR6 antagonist – CCR6 receptor antagonists, primary screen, cell-based, CHO-K1, luminescence, beta-arrestin, uHTS; C-C chemokine receptor type 6 (Homo sapiens), P51684; CHO-K1 CCR6 PathHunter beta-arrestin, CCL20-stimulated; inhibition, % at 20 µM; hit rate 0.49% among 340,000;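 active means compounds whose inhibition of the agonist-driven luminescence signal at 20 µM reaches about 50%, limit read from the data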;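 further: cells stimulated with CCL20 at 14 nM final; plate controls were DMSO with CCL20 for no effect and DMSO without agonist for full effect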
Target sequence (P51684 whole entry, looked up): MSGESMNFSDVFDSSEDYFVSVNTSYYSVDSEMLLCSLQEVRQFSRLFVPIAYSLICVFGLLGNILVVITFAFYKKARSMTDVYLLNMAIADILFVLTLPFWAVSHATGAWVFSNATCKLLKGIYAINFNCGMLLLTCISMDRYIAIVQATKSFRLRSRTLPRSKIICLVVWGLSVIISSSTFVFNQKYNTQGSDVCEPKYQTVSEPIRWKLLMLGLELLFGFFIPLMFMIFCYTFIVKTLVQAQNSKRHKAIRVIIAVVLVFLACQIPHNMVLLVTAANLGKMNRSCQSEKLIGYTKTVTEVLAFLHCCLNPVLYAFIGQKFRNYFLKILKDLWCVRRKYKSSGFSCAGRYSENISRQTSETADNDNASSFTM
APJ agonist – agonists of human apelin receptor APJ, primary screen, CHO-K1 cells, PathHunter beta-arrestin, luminescence; 0% DMSO wells, 100% apelin; activation, % at 20 µM; hit rate 0.11% among 330,000;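 active means activation more than six SD over the plate average, tested at 20 µM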;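 further: 0% = DMSO alone and 100% = apelin-13 at 10 nM; some results filed as inactive read as strong as hits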
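Material: CHO-K1 APJ beta-arrestin complementation cell line; Input: cell density 1000 per well; Incubation: compound stimulation 90 min at 25 °C, detection 60 min; Signal: luminescence from split beta-galactosidase complementation, Galacton Star/Emerald II substrate; Controls: DMSO-only wells as negative, 10 nM Apelin-13 as positive control.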
An asterisk follows results filed as active; / = not tested or not shown.

SMILES	APJ antagonist	CXCR6 inh	XBP1 UPR activ	Mdm2 MdmX PPI	EBI2 block	tim23-1 inh	CHOP UPR activ	CCR6 antagonist	APJ agonist
CNc1nc(-c2ccccc2)nc(-c2ccccc2)c1C#N	21	-11	2	2	7	0	-3.3	3	-3
O=C(COc1cccc2ccccc12)N/N=C/c1ccncc1	-4	-8	-3	3	13	13	1.4	11	-2
O=C(CN(c1ccccc1)S(=O)(=O)c1ccccc1[N+](=O)[O-])NN=C1CCCCCCC1	17	-1	0	20	-8	-5	1.4	10	-3
CC(=O)N1C(=O)NC(c2ccccc2)=C([N+](=O)[O-])C1c1ccccc1 (configuration not stated)	-5	10	-6	9	-7	28	2.2	12	-3
Oc1cc(NCc2cccnc2)ccc1-c1nc2ccccc2o1	-6	0	4	-281	-3	27	2.5	6	10
FC(F)(F)c1cnc(C(c2ccccn2)c2ncn[nH]2)c(Cl)c1 (configuration not stated)	-4	-1	-4	-1	-4	7	-1.2	13	-2
O=C(CCN1C(=O)c2ccccc2S1(=O)=O)NCc1ccco1	13	-3	-4	-11	-6	7	0.9	-4	5
CCOc1cc(S(=O)(=O)N2CCC(Cc3ccccc3)CC2)c(OCC)cc1-n1cnnn1	9	-1	3	7	45*	-8	0.4	16	-6
COc1cccc(CC(NC(C)=O)C(=O)NC2CCN(C(=O)c3ccc(Cl)cc3)CC2)c1OC (configuration not stated)	1	-2	-4	18	-4	11	0.6	4	-2
Cc1cc(Cl)c(S(=O)(=O)NC(C(=O)O)c2ccccc2)cc1OCC(N)=O (configuration not stated)	-8	1	-1	-11	1	14	0.8	2	-3
O=C(NCCCN1CCCC1=O)c1cccc(S(=O)(=O)N2CCN(c3ccc(F)cc3)CC2)c1	-7	0	-5	29	0	11	1.3	9	0
O=C(OCCc1cc2ccccc2c(=O)o1)c1ccco1	17	-3	4	-13	-2	22	7.0	-17	2
Cc1[nH]c2ccc(C(=O)NCCCN3CCOCC3)cc2c1C	16	1	-7	9	-7	-12	-0.5	-4	-1
COC(=O)c1cnn(-c2ccccc2)c1/C=N/NC(=S)Nc1ccccc1	20	5	-4	34	9	6	-0.4	17	-1
Cc1nc(NC(=O)COC(=O)C(C)NC(=O)c2ccccc2)c(Cl)cc1Cl (configuration not stated)	17	-2	-2	-1	1	13	-1.0	-8	-4
CCOC(=O)Cn1c(=O)oc2cc(S(=O)(=O)Nc3c(C)cc(C)cc3C)ccc21	10	2	-1	24	6	21	0.0	1	-4
Cc1cc(C(=O)N/N=C/c2cc(Br)cc([N+](=O)[O-])c2O)c2ccccc2n1	19	32	-1	29	26	36	-0.8	40	-10
CC1CCC(NC(=O)CN2C(=O)NC3(CCCCCC3)C2=O)CC1 (configuration not stated)	-36	8	2	-9	-7	6	1.4	5	1
CCOC(=O)c1ccc(-n2c(CC)nc3ccccc3c2=O)cc1	6	/	0	-18	/	21	-0.7	/	-2
O=C(O)C1CCN(S(=O)(=O)/C=C/c2ccccc2)CC1	-5	-7	2	-11	-4	20	-0.6	-4	0
CCCc1nnc(SCc2ccc(C(=O)OC)o2)n1N	10	-2	-3	-2	-2	5	0.9	-18	-3
COc1ccc(CNS(=O)(=O)c2ccc(-c3cnc(C4CC4)o3)cc2)cc1	7	-8	-4	15	-16	23	-0.8	13	7
CCOC(=O)c1c(NC(=O)CNC2CCCc3ccccc32)sc(C(N)=O)c1C (configuration not stated)	6	9	40*	19	26	13	-0.5	11	-3
CCC(=O)c1cn(CCOc2ccccc2OC)c2ccccc12	-13	-2	-3	29	-4	28	1.0	19	2
CC(C)N(Cc1nnc(-c2ccc(Cl)cc2)o1)C(=O)c1cc2ccccc2o1	1	1	-3	-14	0	32	0.7	20	-5
Cc1ccc(CC(CC(=O)O)C(=O)NCc2ccccc2)cc1 (configuration not stated)	-9	8	-2	14	-9	4	0.2	-6	0
COc1cccc(CNc2ccc3[nH]c(=O)[nH]c3c2)c1OCc1ccc(F)cc1	11	-23	-5	0	-26	32	0.0	-9	-3
Cc1ccc(-c2ccc(=O)n(CC(=O)NCCC(C)C)n2)cc1	5	1	0	4	-6	0	0.4	12	0
CCS(=O)(=O)Nc1cccc(-c2cc(-c3ccccc3)c3cc(C)ccc3n2)c1	-2	3	-1	19	29	30	1.0	5	-1
Cc1cc(NC(=O)COC(=O)c2ccc(OC(F)(F)F)cc2)no1	-1	-3	-1	-5	-8	14	1.7	0	-2
O=S(=O)(c1ccc(Cl)cc1)N1c2ccccc2Oc2nc3ccccc3nc21	3	12	6	27	10	5	-0.7	15	-2
COc1ccc(N2C(=O)C3CCCN3C2c2cccc(C)c2)cc1Cl (configuration not stated)	16	8	0	22	8	15	0.6	2	1
CCSc1nnc(NC(=O)CC)s1	9	11	-1	19	-11	7	6.9	11	-4
COc1ccccc1NS(=O)(=O)c1cc(C(=O)NCc2ccncc2)ccc1C	-49	0	-2	-30	-1	11	-0.1	5	-7
CCOc1ccc(NC(=O)CSc2nncc(=O)n2N)cc1	6	-3	-1	4	-3	-4	-0.4	10	8
COc1ccccc1N(C)S(=O)(=O)c1ccc(C(=O)Nc2ccc(C(N)=O)cc2)cc1	-4	7	0	11	-4	3	-0.1	6	-1
O=C(COc1ccc(Cl)cc1)NNC(=O)c1ccc2c(=O)n3c(nc2c1)CCC3	13	-1	-1	-1	0	-13	-0.2	6	-3
Cc1cc(S(=O)(=O)Nc2ccc(C(=O)N3CCN(C(=O)c4ccco4)CC3)cc2)ccc1F	8	0	-1	18	-4	5	-0.5	-5	1
Cc1cc(Nc2ccccc2)n(C(=O)c2ccc(Cl)cc2)n1	13	2	0	-22	21	18	3.4	20	-1
Cc1ccc(C(=O)NCC(C)(C)N2CCOCC2)s1	6	-6	-1	-21	14	6	0.5	6	-5
CCOc1ccc(CCNC(=O)CCc2c(C)nc3ncnn3c2C)cc1OCC	-4	-2	0	20	-3	11	1.7	5	3
COc1cc(/C=C/C(=O)OC(C)C(=O)Nc2ccc(Cl)cn2)ccc1OC(F)F (configuration not stated)	-1	-1	-2	20	11	27	0.8	17	-2
O=C(NCCC1CC1(Cl)Cl)c1ccc([N+](=O)[O-])cc1 (configuration not stated)	-23	-15	2	13	-3	1	1.1	3	0
CCOc1ccc(S(=O)(=O)N2CCN(C)CC2)c(C)c1C	7	-15	1	9	8	-3	-1.6	9	-2
CC1=CCC(C(=O)O)(C(=O)N/N=C/c2cccs2)C(c2ccc(Cl)cc2)C1 (configuration not stated)	6	-1	-2	-8	1	24	0.7	-2	-3
O=C(CS(=O)(=O)c1c[nH]c2ccccc12)N1CCCCC1	-4	-8	1	-12	-2	-25	3.5	2	-2
Cc1cc(C(F)(F)F)c(C#N)c(SCC(=O)Nc2nc3ccccc3s2)n1	9	13	-1	66*	-5	25	4.6	13	0
NC1=NS(=O)(=O)NC1c1ccc(Br)cc1 (configuration not stated)	2	-1	0	-8	4	8	-0.2	-1	0
CCN=C1S/C(=C\c2ccc(-c3cccc(C(=O)O)c3)o2)C(=O)N1CC	-4	11	8	2	-2	17	3.9	10	-4
O=C(C[n+]1ccccc1)N1c2ccccc2Sc2ccccc21	-15	-12	2	9	-10	-13	-0.3	-10	0

New compounds follow.
SMILES	APJ antagonist	CXCR6 inh	XBP1 UPR activ	Mdm2 MdmX PPI	EBI2 block	tim23-1 inh	CHOP UPR activ	CCR6 antagonist	APJ agonist
CCCCCc1nnc(NC(=O)CN2C(=O)C3CCCCC3C2=O)s1 (configuration not stated)	-9	6	2	22	-6	13	0.3	2	3
COc1cccc(OC)c1OCCCc1c(C)n[nH]c1C	6	-5	-1	-24	-4	7	-1.0	-3	-1
COC(=O)[C@]1(S(=O)(=O)c2ccccc2)C[C@@H]2ON=C(c3ccc(OC)cc3)[C@@H]2C1	-13	4	3	8	-11	29	-1.8	11	0
CCOC(=O)c1c(C)[nH]c(C)c1C(=O)CSc1nc2ccccc2c(=O)n1-c1ccccc1C	0	11	2	33	-3	24	1.1	13	1
COc1ccc(S(=O)(=O)N2CCN(c3ccccn3)CC2)c(OC)c1	-8	4	-3	9	2	16	1.2	8	-5
COc1ccc(S(=O)(=O)N2CCOC23CCN(S(=O)(=O)c2ccc(Cl)cc2)CC3)cc1	0	-17	-5	-15	6	52*	0.7	2	-4
CSc1nsc(SCC(=O)Nc2ccc3c(c2)OCCO3)n1	-6	1	2	-131	-5	14	3.4	12	-2
OC1CCC(Nc2ncnc3sccc23)CC1 (configuration not stated)	20	4	-4	21	-3	-11	-1.5	-1	-3
O=c1c(Cl)c(NCCO)cnn1-c1cccc(Cl)c1	-27	-3	-2	24	-9	6	0.2	-8	-2
Cc1cccc(NC(=O)CN2CCN(C(=O)C3CCN(C(=O)/C=C/c4ccccc4)CC3)CC2)c1C	3	3	-2	4	79*	5	0.8	4	-4
CCc1c(C(=O)Nc2ccc(OC)cc2)[nH]c(C)c1C(C)=O	19	4	-2	36	0	32	1.1	14	1
CC1CCN(C(=O)CCCN2C(=O)c3cccnc3Oc3ccc(Cl)cc32)CC1	13	5	-3	-9	8	27	-2.1	4	1
COc1ccccc1Oc1nc([N+](=O)[O-])nn1CC(N)=O	-13	-8	-2	3	7	16	-3.1	-14	-1
CCn1c(SCC(=O)Nc2nc3ccc(OC)cc3s2)nc2c1c(=O)n(C)c(=O)n2C	-5	-7	7	22	-15	47	1.9	-38	2
CC(C)Cn1c(CNC(=O)c2ccccc2)nc2ccccc21	-7	1	-1	-5	-11	19	0.2	8	-5
CCn1cnc2sc(C(=O)Nc3ccc4c(c3)OCO4)c(C)c2c1=O	29	9	0	-23	-6	-10	3.8	-7	-3
Cc1cc(-c2nnc(SCC(=O)Nc3ccccn3)o2)no1	-28	8	-2	-34	-11	3	4.1	-4	6
CCOc1cccc(Oc2ccc(C(F)(F)F)cn2)c1	-5	-2	9	-10	-9	-4	0.1	10	-1

An excerpt (hit frequency here may not be typical).
